Compound activity deposited in PubChem by National Center for Advancing Translational Sciences (NCATS).
B2AR arrestin: agonists driving beta-arrestin recruitment to human beta2-adrenergic receptor | beta-arrestin recruitment to beta2AR, cell-based reporter | AID 492947 | Potency, µM (doses to about 46.1 µM), for inactives: at the top dose activation, most hits filed as activators | actives 0.02% (n = 330,000);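 further: potency means the concentration at half of the fitted maximal effect; 0% = DMSO controls and full agonism = EC100 isoproterenol or metaproterenol; nearly all actives have a fitted effect of over 65% in size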
Tb PFK inh: blocks T. brucei phosphofructokinase. T. brucei PFK, ADP-Glo luminescence. actives 0.17% (n = 330,000). Potency, µM (titrated, usually from 57.5 µM), for the others: at the highest dose activity, negative = inhibition, actives largely listed as inhibitors. O15648;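 further: potency means the concentration at half of the fitted maximal effect; 0% = uninhibited 1x PFK enzyme wells and -100% = no-enzyme wells; nearly all actives have a fitted effect of over 60% in size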
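Activity is normalized to no-enzyme wells (full inhibition) and 1.25 nM enzyme wells (no inhibition). Reaction: 0.5 mM F6P, 0.1 mM ATP, 45 min RT, ADP-Glo luminescence; concentration-response curves fitted and classed by quality.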
TSG101-PTAP inh: blocks PTAP/TSG101 interaction to inhibit HIV-1 budding; Fluorescence polarization, FITC-PTAP peptide / Tsg101 binding; Potency, µM (highest dose often 115 µM), inactives show at the highest dose activity change, negative = inhibition, hits mostly inhibitors; 340,000 tested, under 10 active; active means well fitted inhibition curve with a large enough effect in the main read-out, with a control signal flat, not every such curve was filed as active; inconclusive means small, poorly fitted or top-dose-only effect, or effect the other way, or a change in a side signal; inactive means no such curve, though single readings can be large or run the other way; further: potency means the concentration at half of the fitted maximal effect; % of control where 0% means no effect
Target sequence (Q99816 whole entry, looked up): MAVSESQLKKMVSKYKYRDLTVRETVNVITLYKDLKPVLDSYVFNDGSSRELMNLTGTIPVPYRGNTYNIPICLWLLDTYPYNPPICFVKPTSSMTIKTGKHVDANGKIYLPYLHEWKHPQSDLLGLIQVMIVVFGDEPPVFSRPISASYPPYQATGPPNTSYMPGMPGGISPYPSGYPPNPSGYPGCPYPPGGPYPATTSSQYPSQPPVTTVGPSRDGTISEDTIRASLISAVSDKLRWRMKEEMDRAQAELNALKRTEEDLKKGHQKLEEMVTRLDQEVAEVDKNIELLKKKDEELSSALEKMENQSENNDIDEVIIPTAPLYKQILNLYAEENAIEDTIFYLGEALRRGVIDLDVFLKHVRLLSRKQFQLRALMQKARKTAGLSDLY
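Fluorescence polarization binding of Tsg101 binding domain (10 uM final) to FITC-labeled PTAP peptide (50 nM final) in HEPES pH 7.5 buffer with NaCl, Tween 20, EDTA, TCEP. Compounds added before peptide; binding 20 min at RT.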
Chronic BCR inh: chronic active BCR signaling inhibition; ABC-DLBCL IkBa-CBG/CBR reporter, luminescence ratio, 4 h; AID 493014; Potency, µM (top dose mostly 46.1 µM), inactives show at the top dose ratio change, negative = lower green/red ratio, hits mostly inhibitors; actives 0.05% (n = 340,000); active means well fitted inhibition curve with a large enough effect in the signal ratio, with a control signal flat, not every such curve was filed as active; inconclusive means small, poorly fitted or top-dose-only effect, or effect the other way, or a change in a side signal; the % refers to the signal ratio;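 further: potency means the concentration at half of the fitted maximal effect; plate controls were basal doxycycline-induced cells for no effect and cells given 10 µM MG132 for full effect; MG132 reads +100%, hits lower the ratio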
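Concentration-response series (up to 46 uM) were applied to TMD8 dual-reporter cells for 4 h at 37C with doxycycline. Green/red ratio, after filter-overlap correction, defined %Activity; red signal alone was normalised to basal cells and zero luminescence.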
uPA generation: inhibitors of cell surface uPA generation | cell surface uPA generation assay, qHTS | Potency, µM (top dose mostly 38.3 µM), for the others: at the highest dose activity change, negative = inhibition, hits mostly inhibitors | actives 0.31% (n = 330,000) | AID 540303; active means well fitted inhibition curve with a large enough effect; inconclusive means small, poorly fitted or top-dose-only effect; inactive means no such curve, though single readings can be large or run the other way; tested in mouse RAW 264.7 cells; further: potency means the concentration at half of the fitted maximal effect; on the % scale 0 is the no-effect control and ±100 the full control effect; nearly all actives have a fitted effect of over 55% in size
TCR activator: activators of T cell receptors | primary human leukocytes, anti-CD3, IL-2 HTRF, 48 h | Potency, µM (top dose mostly 9.22 µM), for the others: at the top dose activation of IL-2 secretion, actives largely listed as activators | 330,000 tested, under 10 active; further: % of control where 0% means no effect
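IL-2 release read by HTRF sandwich (Eu cryptate donor, d2 acceptor, 665 nm emission) after 48 hr exposure of primary human leukocytes to compound together with anti-CD3 beads in the absence of co-stimulatory signals.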
ELG1 repair inh: inhibitors of ELG1-dependent DNA repair in HEK293T cells | HEK293T ELG1-luciferase reporter, luminescence, 16 h; DNA damage induced by 5-fluorouridine | Potency, µM (titrated, usually from 46.1 µM), inactives show at the highest dose activity change, negative = inhibition, usual class: inhibitors | actives 2.3% (n = 330,000) | AID 504467; further: potency means the concentration at half of the fitted maximal effect; on the % scale 0 is the no-effect control and ±100 the full control effect; nearly all actives have a fitted effect of over 55% in size
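In this reporter screen, reduction of luminescence relative to DMSO vehicle indicated activity. Compounds and 5-fluorouridine were added together to 2,000 cells per well, incubated for 16 hr at 37 °C, then developed with ONE-Glo.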
Mito fusion yeast: blocks mitochondrial division or promotes mitochondrial fusion; S. cerevisiae fusion-defective mutant growth rescue, CellTiterGlo 48 h; actives 0.23% (n = 320,000); AID 485298; Potency, µM (series often up to 46.1 µM), inactives show top-dose growth rescue (activation), most hits filed as activators;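 further: potency means the concentration at half of the fitted maximal effect; % of control where 0% means no effect; nearly all actives have a fitted effect of over 45% in size; temperature-sensitive fusion mutants such as fzo1-1 at 37 °C on non-fermentable ethanol glycerol medium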
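S. cerevisiae fusion-defective temperature-sensitive mutants (e.g. fzo1-1, mgm1-5) grown 48 h at 37C in YPEG (ethanol/glycerol non-fermentable) medium with 23 nl compound per well; growth rescue read as CellTiterGlo luminescence.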
Eya2 phos inh: blocks the phosphatase activity of human Eya2 | actives 0.006% (n = 330,000) | recombinant Eya2, OMFP fluorescence dephosphorylation (OMFP is methylfluorescein phosphate) | Potency, µM (titrated, usually from 76.9 µM), without a hit: at the top dose activity, negative = inhibition, most hits filed as inhibitors | AID 488837 | O00167; further: potency means the concentration at half of the fitted maximal effect; on the % scale 0 is the no-effect control and ±100 the full control effect
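Eya2 protein (added as 0.2 uM solution) was preincubated with compound for 10 min at ambient temperature in 50 mM HEPES pH 7.5, 50 mM NaCl, 5 uM MgCl2, 0.05% BSA, 1 mM DTT. OMFP (added at 50 uM) then reacted 10 min; fluorescence read at 485/525 nm.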
USP2a inh: inhibitors of human ubiquitin-specific protease USP2a; Potency, µM (doses to about 38.3 µM), inactives show top-dose activity change, negative = inhibition, actives largely listed as inhibitors; actives 0.01% (n = 330,000); AID 463254; O75604; USP2 core, Ub-CHOP2 coupled fluorogenic reporter, 485/531;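 further: potency means the concentration at half of the fitted maximal effect; plate controls were DMSO wells for no effect and full inhibition by NEM control for full effect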
Target sequence (O75604 whole entry, looked up): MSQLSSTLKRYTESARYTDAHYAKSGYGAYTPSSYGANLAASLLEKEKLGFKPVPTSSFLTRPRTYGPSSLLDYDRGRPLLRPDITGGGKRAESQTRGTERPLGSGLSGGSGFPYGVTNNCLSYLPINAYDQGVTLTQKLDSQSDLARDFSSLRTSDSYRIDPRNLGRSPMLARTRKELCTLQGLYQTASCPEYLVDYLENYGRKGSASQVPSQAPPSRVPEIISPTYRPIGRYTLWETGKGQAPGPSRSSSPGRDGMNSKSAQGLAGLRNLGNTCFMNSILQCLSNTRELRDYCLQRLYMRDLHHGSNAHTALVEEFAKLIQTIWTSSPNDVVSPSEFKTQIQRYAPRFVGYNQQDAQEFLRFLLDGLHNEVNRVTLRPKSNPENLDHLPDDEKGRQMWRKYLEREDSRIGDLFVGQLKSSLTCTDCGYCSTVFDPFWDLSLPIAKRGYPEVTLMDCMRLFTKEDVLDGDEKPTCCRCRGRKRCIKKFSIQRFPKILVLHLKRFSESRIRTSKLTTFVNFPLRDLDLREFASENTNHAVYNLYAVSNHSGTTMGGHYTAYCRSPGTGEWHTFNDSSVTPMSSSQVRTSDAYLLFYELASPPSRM
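USP2 core (10nM final) preincubated 30min RT with compound in 20mM Tris-HCl pH 8.0, 2mM CaCl2, 2mM beta-mercaptoethanol, 0.05% CHAPS; 25nM Ub-CHOP2 plus 25nM reporter substrate added, fluorescence (Ex485/Em531) read after 60min.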
TSHR antag: blocks TSH signaling through the human TSH receptor; P16473; TSHR-expressing cells, TSH-stimulated cAMP HTRF, 2 h; hits give low values; activity change, negative = inhibition, % at 11.5 µM; actives 0.2% (n = 330,000);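 active means activity change below a set negative limit, meaning inhibition stronger than a set level, cut at about -70% in these data; inconclusive means activity change between two set negative limits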; further: on the % scale 0 is the no-effect control and ±100 the full control effect
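Antagonism was scored as loss of TSH-driven cAMP in TSHR cells, stimulated with 4nM TSH (EC80) for 2 hours at 37 deg C and detected by homogeneous HTRF competition immunoassay.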
Active calls of the source: *; ? = inconclusive; . = not tested or not shown; [ ] = another dose, or the depositor's remark. Unless noted, the call rests on the fitted dose curve; in most records, active means well fitted curve in the direction sought with a large enough effect; inconclusive means small, poorly fitted or top-dose-only effect, or another doubt; inactive means no such curve, though single readings can be large; an effect the other way counts as inactive or inconclusive.

Every second line gives: TCR activator	ELG1 repair inh	Eya2 phos inh	Chronic BCR inh	TSG101-PTAP inh	B2AR arrestin	uPA generation	TSHR antag	USP2a inh	Tb PFK inh	Mito fusion yeast
> CCC(=O)N/N=C/c1ccc(-c2ccc(Cl)cc2)o1
→ -2%	15%	6%	-4%	-1%	0.0%	-4%	-7	4%	2%	-4%
> COc1ccc(CC(=O)Nc2cccc(-c3nnc(-c4ccco4)o3)c2)cc1
→ -3%	?	-1%	7%	1%	0.1%	-3%	4	2%	1%	-3%
> CCCC(O)(CCC)C(=O)NN(C(=O)OC)c1ccccc1
→ -2%[46.1 µM]	-3%	3%	-9%	-1%	-0.7%	4%	10	2%	-2%	-12%
> CCn1c(CNC(=O)COc2ccc(C(C)C)cc2)nnc1SCC(=O)NC1CCCCC1C (configuration not stated)
→ -2%[46.1 µM]	16µM*	2%	-1%	0%	-0.5%	-3%	1	-1%	3%	-8%
> CC(=O)N1CC=CC1(C)C(=O)NCc1cc(F)cc(C(F)(F)F)c1 (configuration not stated)
→ 11%	27%	8%	-1%	-6%	-0.6%	6%	9	3%	7%	2%
> CN(CCc1ccccn1)c1ncnc2[nH]ncc12
→ 5%	-2%	-2%	-1%	-3%	0.2%	3%	-5	2%	-5%	-14%
> C/C(CC(=O)Nc1cc(C)ccn1)=N\NC(=O)COc1cccc(C)c1
→ .	?	13%	7%	.	-0.1%	.	-7	4%	-2%	1%
> Cc1noc(NC(=O)c2ccccc2)c1C#N
→ 0%	8%	-7%	-1%	-9%	-0.1%	1%	11	0%	7%	13%
> CC(=O)Nc1ccc(S(=O)(=O)Nc2ccc(S(=O)(=O)N3CCCC3)cc2)cc1
→ 2%[46.1 µM]	-3%	-26%	-11%	0%	-0.1%	1%	-2	1%	5%	-1%
> COc1ccccc1NC(=O)C(C)N1C(=O)c2ccccc2C1=O (configuration not stated)
→ 0%	5%	-16%	1%	-7%	-0.6%	12%	-5	0%	-2%	-2%
> O=C(CC1c2ccccc2Oc2ccccc21)NCc1ccco1
→ 1%	-25%	-14%	1%	-6%	-1.8%	-1%	-5	0%	-5%	1%
> O=S(=O)(O)c1ccc(N=NNc2ccc(Br)cc2)cc1
→ 7%	8%	-2%	14%	-9%	-0.5%	-4%	-4	0%	-2%	-48%[inhibitor]
> Cn1nnc(NC(=O)c2ccc(Br)o2)n1
→ 6%	0%	-5%	-1%	-5%	-0.1%	-1%	15	1%	-8%	1%
> C[C@H](CO)N1C[C@H](C)[C@@H](CN(C)CC2CCCCC2)Oc2ccc(NC(=O)Cn3cnnn3)cc2C1=O
→ 7%	14%	?	0%	-4%	-0.2%	-2%	3	4%	5%	.
> COc1ccc([C@@H]2CC=C(C(=O)O)[C@H](c3ccc(F)cc3)N2S(=O)(=O)c2ccc(Cl)cc2)cc1
→ 8%	-5%	9%	5%	1%	0.0%	8%	-9	0%	-1%	-4%
> CC(=O)O/N=C/c1c(N2CCOCC2)n(C)c2ccccc12
→ -1%	?	2%	?	-4%	-0.4%	-11%	-8	1%	1%	-6%
> COc1ccc(OC)c(-c2cc(C(=O)N/N=C(\C)c3cccnc3)c3ccccc3n2)c1
→ -6%	?	5%	-12%	-1%	0.3%	1%	0	0%	-5%	0%
> Nc1nc(-c2ccccn2)nc(N)c1Cc1c(F)cccc1Cl
→ 13%	?	9%	?	-5%	-1.1%	-17%	0	1%	-1%	-2%
> O=C1CCc2ccc(NS(=O)(=O)c3ccc(F)cc3)cc2N1
→ 1%	?	1%	?	-1%	-0.1%	-9%	12	-1%	2%	9%
> Cc1ccc(O)c(C=Nc2cc(C)ccc2O)c1
→ 2%[46.1 µM]	1%	-6%	?	1%	8.2%	-7%	-9	3%	0%	-2%
> N#Cc1ccc(C(=O)Nc2nc3ccccc3[nH]2)cc1
→ -6%	?	4%	?	-2%	0.2%	-13%	4	-2%	2%	-9%
> COc1ccc(-n2ncc3c(NCc4ccccn4)ncnc32)cc1
→ -3%	?	-5%	-1%	-6%	0.3%	-3%	-4	1%	5%	8%
> COc1ccc(/C=C/c2nc(S(=O)(=O)c3ccccc3)c(N(C)C)o2)cc1OC
→ 0%	?	0%	6%	-1%	-0.5%	?	-21	1%	-13%	-4%
> Nc1nc(NCC(=O)O)nc(NC2CCCCC2)c1[N+](=O)[O-]
→ 3%	21%	-6%	7%	-6%	0.4%	-5%	-9	7%	1%	6%
> CC1Cn2c(nc3sc4c(c3c2=O)CCC4)N1CCO (configuration not stated)
→ .	13%	0%	3%	-6%	0.1%	0%	-2	0%	1%	-6%
> Cc1ccn2c(C(=O)NNC(=O)Nc3ccc(Cl)cc3)c(C)nc2c1
→ -1%	0%	-3%	?	-8%	-0.6%	19%	-7	0%	-12%	-3%
> Cc1nnc(C)n1/N=C/c1ccc(C(C)C)cc1
→ -8%	?	16%	0%	-8%	0.2%	-16%	-7	2%	0%	1%
> O=C(NNS(=O)(=O)c1ccccc1[N+](=O)[O-])c1cccnc1
→ -14%	29%	2%	2%	-3%	-1.6%	0%	3	0%	-16%	3%
> C=CCN(CC=C)C(=O)c1ccccc1NC(=O)c1ccccc1C
→ 2%	-16%	0%	?	-3%	0.4%	-4%	6	0%	2%[0.46 µM]	4%
> CCOC(=O)C1C(c2cccc(Cl)c2Cl)NC(=O)NC1(O)C(F)(F)F (configuration not stated)
→ 3%	0%	1%	-8%	-2%	0.3%	.	2	1%	0%	-3%
> Cc1ccc(NC(=O)CNCc2ccc(Cl)cc2Cl)cc1S(=O)(=O)N(C)C
→ 5%	-6%	-8%	2%	-3%	-0.6%	1%	-6	-2%	-1%	2%
> Cn1c(N)c(S(=O)(=O)N2CCN(c3ccccc3F)CC2)c(=O)n(C)c1=O
→ -25%	-1%	5%	?	.	0.0%	20%	-7	0%	1%	0%
> Cc1nc(COC(=O)c2ccc(S(=O)(=O)N3CCCC3)cc2)cs1
→ 2%	4%	-2%	-2%	-3%	14%	0%	4	1%	1%	-6%
> Cc1c(Oc2ccc(C(F)(F)F)cc2[N+](=O)[O-])ccc2c3c(c(=O)oc12)CCC3
→ 1%[46.1 µM]	-14%	-8%	?	-3%	-0.4%	0%	-20	5%	4%	-7%
> CCOc1cc(C(=O)Nc2ccc([N+](=O)[O-])cn2)cc(OCC)c1OCC
→ -5%[46.1 µM]	2%	3%	0%	0%	-0.5%	21%	14	0%	3%	5%
> CC1CCN(C(=O)COC(=O)c2ccc3c(c2)C(=O)N(Cc2ccco2)C3=O)CC1
→ -3%	0%	-7%	-3%	-7%	-0.2%	0%	-17	-10%	-6%	2%
> O=C(NC(=S)Nc1c(F)cc(F)cc1Br)c1ccc2c(c1)OCCO2
→ -5%	?	1%	2%	3%	0.1%	-14%	-15	-2%	-5%	-8%
> Cn1cccc1Cc1nnc(SCC(=O)Nc2ccc3c(c2)OCO3)n1CCc1ccccc1
→ 2%[46.1 µM]	-4%	-2%	-1%	-5%	-0.7%	7%	7	0%	0%	7%
> CSc1nc2ccc(Nc3nc(N4CCOCC4)nc(N4CCOCC4)n3)cc2s1
→ 8%	5.2µM*	5%	-1%	-2%	-0.1%	7%	-13	4%	-11%	13%
> Cc1ccc(S(=O)(=O)N(C)C)cc1NC(=O)COC(=O)CCCOc1ccccc1
→ 7%	4%	13%	0%	-4%	-0.4%	3%	7	-1%	2%	0%
> COc1ccc(NC(=O)C2CCN(S(=O)(=O)c3ccc(C)cc3)CC2)cc1OC
→ 0%	7%	3%	2%	-3%	-0.8%	.	-6	4%	1%	-3%
> O=C(O)c1cc(-c2ccc(N3CCOCC3)cc2)nn1-c1ccc(F)cc1F
→ 5%[46.1 µM]	?	-2%	9%	0%	-0.9%	-7%	0	2%	2%	-3%
> O=C(/C=N/O)Nc1ccc2sc3ccccc3c2c1
→ 8%	20%	-7%	8%	-3%	0.4%	1%	6	-1%	0%	15%
> O=C(CSc1nc2ccccc2o1)NCc1ccc2c(c1)OCO2
→ 0%	?	3%	?	0%	0.2%	-9%	-4	2%	-3%	2%
